HTR5A inv ag: HTR5A inverse agonism, opioid heterodimer counter-screen | P47898 | HTR5A cell line, luminescence | inhibition, % at 9.3 µM | hit rate 0.083% among 340,000 | AID 504634; in the data active means inhibition mostly above about 23%, no sharp cut-off; inactive means mostly below about 18%;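 further: 0% = cells with DMSO and 100% = no-cell wells with DMSO; some compounds called inactive have numbers as strong as hits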
DAGLB inhibitor: diacylglycerol lipase beta (human) inhibition. hit rate 0.059% among 340,000. Q8NCG7. HEK293T DAGLB membrane lysate, EnzChek fluorogenic substrate. inhibition, % at 5.17 µM; in the data active means inhibition above about 34%;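 further: 0% = enzyme with vehicle and 100% = wells lacking enzyme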
Target sequence (Q8NCG7 whole entry, looked up): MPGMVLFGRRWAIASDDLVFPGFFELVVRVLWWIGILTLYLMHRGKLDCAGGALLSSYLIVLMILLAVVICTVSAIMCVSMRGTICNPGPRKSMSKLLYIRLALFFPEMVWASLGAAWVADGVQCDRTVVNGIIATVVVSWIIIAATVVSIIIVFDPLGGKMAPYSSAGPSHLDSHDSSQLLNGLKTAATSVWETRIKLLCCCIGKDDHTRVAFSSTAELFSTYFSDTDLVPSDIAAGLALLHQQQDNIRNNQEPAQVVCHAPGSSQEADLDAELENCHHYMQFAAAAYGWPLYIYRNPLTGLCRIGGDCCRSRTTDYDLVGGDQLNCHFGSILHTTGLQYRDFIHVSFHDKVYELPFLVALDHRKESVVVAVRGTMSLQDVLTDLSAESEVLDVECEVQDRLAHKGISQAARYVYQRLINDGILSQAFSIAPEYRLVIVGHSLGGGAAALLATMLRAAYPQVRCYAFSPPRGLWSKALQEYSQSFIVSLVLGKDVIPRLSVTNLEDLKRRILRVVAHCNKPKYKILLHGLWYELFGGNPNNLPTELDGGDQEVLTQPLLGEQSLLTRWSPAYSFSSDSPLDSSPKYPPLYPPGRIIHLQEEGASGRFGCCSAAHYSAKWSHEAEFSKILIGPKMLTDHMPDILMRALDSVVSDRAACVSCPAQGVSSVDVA
SUMO Mot1 rescue: SUMOylation pathway inhibition by Mot1-301 growth rescue | S. cerevisiae Mot1-301 growth rescue, ATP luminescence, 38.5C; percent above DMSO median, 100 means doubled | growth rescue, % at 18.8 µM | hit rate 1% among 320,000 | AID 2716;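 active means every valid replicate shows activation above 250% relative to neutral control wells; inactive means the rest, any valid replicate at or below 250%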;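 further: OY570 slx delta 5 strain wells were the positive control but not used for scaling; some compounds called inactive have numbers as strong as hits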
PKA-R2B act: PKA-R2B complex activation; P22694+P31323; PKA-R2B holoenzyme dissociation, Cy5-IP20 fluorescence polarization; R2B truncated from residue 108, S112A mutant; 0% DMSO only, 100% 113 µM cGMP; activation, % at 11.4 µM; hit rate 0.079% among 340,000; AID 504700;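 active means activation above a cutoff set at the mean over all compounds plus 3 SD, cut at about 18% in these data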;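 further: higher means more holoenzyme dissociation and a rise in polarization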
Target sequence (P31323 whole entry, looked up, other chains not shown, the tested form may be a part): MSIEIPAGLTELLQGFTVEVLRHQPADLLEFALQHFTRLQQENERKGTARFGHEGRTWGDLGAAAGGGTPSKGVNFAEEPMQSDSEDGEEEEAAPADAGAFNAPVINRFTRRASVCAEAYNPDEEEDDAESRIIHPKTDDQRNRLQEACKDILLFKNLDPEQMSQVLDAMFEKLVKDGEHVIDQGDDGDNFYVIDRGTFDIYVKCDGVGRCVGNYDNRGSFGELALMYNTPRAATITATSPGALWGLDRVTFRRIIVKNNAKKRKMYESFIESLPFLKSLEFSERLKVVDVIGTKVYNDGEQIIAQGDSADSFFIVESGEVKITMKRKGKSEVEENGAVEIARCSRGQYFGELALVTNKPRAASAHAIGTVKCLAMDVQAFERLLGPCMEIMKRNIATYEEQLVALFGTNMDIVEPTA
HTR5A ag: activates human HTR5A in OPRM1-OPRD1 agonist counter-screen. hit rate 0.61% among 340,000. P47898. activation, % at 9.3 µM. AID 504692. HTR5A agonist assay, luminescence, cell-based; in the data active means activation mostly above about 9.5%, no sharp cut-off; inactive means mostly below about 7.6%;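 further: 0% = cells with vehicle only and 100% = reference agonist; strong numbers were not always called active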
phage Ecoli inh: E. coli growth loss with phage present. growth absorbance. inhibition, % at 11.9 µM. hit rate 0.26% among 360,000; in the data active means inhibition above about 11%
CDK5 p35 inh: blocks human CDK5/p35 kinase activity. Recombinant CDK5/p35, ADP-Glo luminescence, 60 min. inhibition, % at 10 µM. hit rate 0.01% among 330,000. AID 488839;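 active means highest replicate inhibition of at least 50% and at least 75% of replicates reaching 50%; inconclusive means only one of the two criteria met; inactive means both criteria failed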;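 further: plate controls were DMSO neutral control for no effect and GW8510 at 10 µM for full effect; many of its hits are not listed in these tables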
PKA-R1A activ: activates the PKA-R1A holoenzyme complex. P00514+P68181. activation, % at 11.4 µM. AID 504707. hit rate 0.083% among 340,000. PKA-R1A dissociation, Cy5-IP20 fluorescence polarization; scaled: DMSO 0%, 113 µM cGMP 100%;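 active means percent activation above the mean of all tested compounds plus 3 SD, cut at about 19% in these data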;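 further: higher means more PKAc released from R1A so a rise in polarization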
Tat export inh: inhibitors of E. coli Tat protein transport; E. coli MC4100 TorA-mCherry Tat export, fluorescence; inhibition, % at 10 µM; hit rate 0.036% among 340,000;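 active means mean replicate inhibition at least 50% and at least half of replicates individually reaching 50%; inconclusive means only one of the two criteria met; inactive means neither criterion met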;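 further: exported cargo escapes ClpAP degradation while cytoplasmic cargo is degraded and loses fluorescence; 0% = median of neutral control wells and 100% = median of NaSCN control wells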
E coli growth: bacterial growth inhibition, counter-screen for AddAB inhibitors; hit rate 0.27% among 330,000; inhibition, % at 11.9 µM; E. coli V3065 growth, OD600 absorbance, 18 h;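 active means inhibition above the campaign's mean inhibition across all tested compounds plus 3 SD, cut at about 9.9% in these data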;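 further: uninfected addAB+ strain grown without phage in ampicillin broth; 0% = DMSO wells and 100% = ciprofloxacin 0.95 µg/ml wells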
AddAB inh: less growth of phage-infected E. coli with AddAB; E. coli expressing H. pylori AddAB, absorbance growth; hit rate 0.29% among 330,000; inhibition, % at 11.9 µM; in the data active means inhibition above about 12%;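 further: 0% = vehicle wells of infected cells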
* marks the source's active call; other numbers are inactive results; ? = inconclusive; · = not tested or not shown; + = active, no number.

SMILES	HTR5A inv ag	DAGLB inhibitor	SUMO Mot1 rescue	PKA-R2B act	HTR5A ag	phage Ecoli inh	CDK5 p35 inh	PKA-R1A activ	Tat export inh	E coli growth	AddAB inh
O=C(NN=C1CCCC1)c1cc(O)cc(O)c1	-25	0	-2	14	2	3.3	0.5	12	-5	-1.0	3.7
C/C(=N/NC(=O)CNC(=O)c1ccncc1)c1ccco1	·	·	-14	·	·	5.3	-3.5	·	-8	-0.1	0.4
CCN1CSC(=S)N(Cc2ccc(OC)cc2)C1	-8	4	+	-6	-1	-0.3	1.5	9	-30	0.2	0.9
CCC1=C(OC(=O)N(CC)CC)N2C(=O)OC(=NCc3ccccc3)[C@]2(C)[C@H]2C1=CC[C@H]1C(=O)N(CC(=O)OC)C(=O)[C@H]12	-6	-4	3	2	2	3.3	-3.8	-13	-2	-2.4	3.7
COC(=O)c1c(C(=O)OC)c2n(c1C)Cc1ccccc1C2	1	1	-13	-8	15*	0.6	-6.3	-11	20	2.4	0.3
CCOC(=O)c1sc2ccccc2c1NC(=O)c1coc2ccccc2c1=O	-16	0	11	1	7	3.5	3.5	-18	1	-1.2	2.7
O=C(NNC(=O)C1[C@H]2CCCC[C@@H]12)c1ccc(=O)oc1 (stereo partly drawn)	-7	0	6	-6	-4	5.3	1.2	-14	0	1.9	-0.7
NC(=O)NC1(C(=O)O)CCCC1	13	-3	·	4	-3	1.8	0.9	-5	-18	·	·
O=C(COc1ccccc1)Nc1nc2c(s1)CCCC2	14	-8	1	-4	-5	3.8	-0.9	-23	3	-1.3	3.3
CCOc1ccccc1NC(=O)c1nc(S(=O)(=O)Cc2cccc(C)c2)ncc1Cl	0	0	85	-1	0	1.7	1.1	-5	1	-2.0	3.4
O=C(CCNC(=O)c1ccc(Br)o1)NCc1ccc(Cl)cc1	-31	-2	-10	-2	-6	2.0	2.4	-10	-1	0.9	1.3
CCN1CCN(C(=S)Nc2ccc(Cl)cc2Cl)CC1	-9	-2	10	1	1	2.5	0.0	-7	1	-1.3	-0.9
O=C(CSc1nnc(-c2ccco2)n1-c1ccccc1Cl)Nc1cccc(C(=O)O)c1	-10	0	1	0	3	1.8	1.1	1	-4	-0.8	0.2
O=C(COc1ccc(Br)cc1)N1CCC(c2ccccc2)C1 (stereo not drawn)	4	-6	15	-11	-1	-1.1	0.4	3	-10	0.4	4.7
CO[C@H]1/C=C/O[C@@]2(C)Oc3c(C)c(O)c4c(O)c(c5c(c4c3C2=O)NC2(CCN(CC(C)C)CC2)N=5)=NC(=O)/C(C)=C\C=C\[C@H](C)[C@H](O)[C@@H](C)[C@@H](O)[C@@H](C)[C@H](OC(C)=O)[C@@H]1C	-22	8	·	0	5	95*	-1.5	-2	107*	·	·
COc1ccc(NS(=O)(=O)c2ccc(N3CCOCC3)c(NC(=O)c3ccc(OC)cc3)c2)cc1	2	-4	10	-12	-1	1.4	0.0	-3	-5	2.4	0.5
CCN(CC)CCn1c(NCc2cccc(OC)c2)nc2ccccc21	·	-4	10	9	·	1.4	-1.3	-12	-21	3.1	3.1
Cc1nnc(NC(=O)c2ccc(F)c(S(=O)(=O)N3CCCCC3)c2)s1	-18	4	71	-3	5	0.9	-0.7	4	16	1.0	-0.5
CC(=O)c1sc2c(c1N)c(=O)[nH]c(=O)n2-c1ccccc1	7	-1	-8	-9	-2	3.0	1.0	2	-3	-0.6	1.1
Cc1cc(Cl)ccc1NC(=S)NCc1ccc(Cl)cc1	-22	-2	27	-7	1	2.8	-1.1	-11	-5	5.9	5.4
O=C(CC(c1ccccc1)c1ccccc1)Nc1ccc(C(=O)O)cc1	7	2	41	5	-2	-0.9	-0.8	3	0	-1.7	-1.8
COC(=O)CCC(=O)NNC(=O)CCC(=O)Nc1cccc(Cl)c1C	-17	-2	2	1	4	1.8	-0.1	0	-7	-1.2	-2.7
C/C(=N\Nc1cc(Cl)nc(C)n1)c1ccc(Cl)c(Cl)c1	1	-2	52	-1	2	1.2	0.2	-7	2	-1.1	0.9
Cc1cc(C)nc(SCC(=O)Nc2ccc(S(=O)(=O)NC(C)(C)C)cc2)n1	-16	1	-8	-4	0	1.8	0.2	-2	-3	0.6	1.6
O=C(NC1CCCCC1)c1cc(-n2cnnc2)ccc1Cl	28	0	-22	5	-11	1.3	0.9	1	-11	-0.8	0.1
CCN(CC(=O)Nc1ccc(NC(C)=O)cc1)C(=O)c1ccc(COc2ccc(C(C)(C)C)cc2)cc1	-17	-5	·	-4	1	1.8	-0.1	-11	23	·	·
COc1cc(Nc2ncnc(N)n2)cc(OC)c1OC	6	-1	-16	0	3	1.1	0.6	-5	4	3.0	1.1
O=S(=O)(NCc1cccnc1)c1ccc(Cl)nc1	15	5	0	-7	-6	2.1	1.4	-16	9	4.6	1.3
CC12CCC(C(=O)N(NC(=O)c3ccccc3Cl)C1=O)C2(C)C (stereo not drawn)	14	1	9	-4	-5	3.1	1.2	-8	6	-0.2	3.8
O=C(Cc1ccc(NS(=O)(=O)c2ccc(Cl)c(Cl)c2)cc1)NCCN1CCOCC1	-11	3	·	-4	4	-1.5	-1.0	9	1	·	·
CCC1Oc2ccc(C)cc2N(CC(=O)NCCCN2CCN(Cc3ccccc3)CC2)C1=O (stereo not drawn)	-10	0	498	-2	8	1.4	0.4	3	-9	-0.4	2.2
COc1ccccc1C1SCCN1S(=O)(=O)c1cccc(C(F)(F)F)c1 (stereo not drawn)	-18	-15	4	-3	-1	3.7	-0.2	4	-5	0.7	0.4
CCN(C(=O)c1cn(C)c(=O)c2ccccc12)c1ccccc1F	-11	0	92	-7	3	1.6	0.8	5	1	-0.1	1.0
COc1cccc(C(=O)OCC(=O)c2ccc(S(=O)(=O)N3CCCCC3)cc2)c1OC	8	-1	·	6	-3	2.5	-0.2	-7	4	·	·
CC(Sc1nnnn1-c1ccccc1)C(=O)NC1CCCC1 (stereo not drawn)	7	0	-4	-2	-3	0.1	1.2	-3	-5	1.4	0.9
O=C(Nc1c(C(=O)N2CCCCC2)cnn1-c1ccccc1)c1ccco1	-23	3	-9	2	3	-0.2	0.1	4	-5	0.7	2.3
COc1ccc(N(CCCN2C(=O)c3cccc4cccc(c34)C2=O)C(=O)c2cccs2)cc1	7	-2	-17	2	-3	3.4	-2.4	0	5	-1.8	3.2
O=C(NCCc1ccccc1)C(=O)c1c[nH]c2ccccc12	10	-5	4	-9	5	1.0	0.5	-1	-21	-0.8	0.1
Cc1ccc(N(C)S(=O)(=O)c2ccc(C)cc2)cc1	-5	-4	51	9	2	2.4	-1.2	5	2	-1.2	1.7
CCN(C(=O)CSc1nc2scc(-c3ccccc3)c2c(=O)n1C)C1CCS(=O)(=O)C1 (stereo not drawn)	1	1	-22	0	4	1.2	-0.1	7	1	-0.9	1.7
CCc1cc2c(=O)c(-c3nc4ccccc4n3C)c(COCC(=O)O)oc2cc1OC(=O)C(C)(C)C	-23	-3	-3	-6	9	-0.3	-1.3	-4	1	-0.5	1.4
Cc1cc(-c2ccccc2)n2ncc(-c3ccccc3)c2n1	-8	-6	31	7	3	3.2	-3.4	6	3	1.4	7.0
Cc1cccc(Cn2c(NCC(C)O)nc3c2c(=O)n(C)c(=O)n3C)c1 (stereo not drawn)	6	2	9	-4	1	-1.1	-0.4	-5	3	-1.1	0.7
Cc1ccc(C(C)NC(=O)C23CC4CC(CC(C4)C2)C3)cc1 (stereo not drawn)	-5	-5	-17	-12	2	4.7	-0.4	-4	-3	1.4	2.7
COc1cccc(N2CC(NC(=O)C(=O)c3c(C)[nH]c4ccccc34)CC2=O)c1 (stereo not drawn)	12	2	18	-28	1	2.1	-4.0	-9	5	0.2	2.1
COc1ccc(OCC(=O)N/N=C/c2cccn2-c2cccc(C(=O)O)c2)cc1	-18	2	·	5	-2	3.5	-1.7	-15	2	·	·
Cc1ccc(OCCSc2nnc(-c3cccs3)n2C)cc1	16	-2	-4	-3	-6	2.3	3.5	3	4	-0.4	0.9
O=C1CC(c2ccccc2F)c2c(c3ccccc3[nH]c2=O)O1 (stereo not drawn)	-5	1	-12	-1	2	-3.1	-0.6	8	-2	-2.5	-0.7
Cc1ccc(CNC(=O)c2nnc(Cc3ccc(Cl)cc3)o2)cc1	-12	-2	-2	9	4	-2.1	-0.2	6	-6	-1.8	-1.5
COc1ccc(CCn2c(Br)nc3c2c(=O)[nH]c(=O)n3C)cc1	-20	-1	-19	5	-1	1.2	2.3	1	-4	0.8	0.8
COc1ccccc1-n1nnnc1SCC(=O)Nc1ccccc1	-5	-4	-13	-8	2	2.4	0.3	-5	1	0.5	4.6
Cc1cc(=O)oc2cc(OCC(=O)OCC(=O)N3CCc4ccccc43)ccc12	-21	-2	8	3	-1	1.6	0.5	2	?	0.4	0.6
Cc1cc(-c2ccc(S(=O)(=O)N3CCN(c4ccc(F)cc4)CC3)s2)on1	-10	-2	3	7	4	0.4	-2.2	-5	-5	-1.4	1.9
CCOC(=O)c1ccc(S(=O)(=O)N2CCN(C(=O)c3nn(C)c(=O)c4ccccc34)CC2)cc1	5	-2	0	-4	-4	1.0	1.4	-13	4	-0.8	-2.0
Cc1ccc(-c2cc(C(=O)OC3CCOC3=O)c3ccccc3n2)c(C)c1 (stereo not drawn)	-9	-8	-8	-5	4	-0.1	-0.8	-17	3	1.6	2.0
COc1ccccc1N1CCN(C(c2cccs2)C(C)NC(=O)c2ccncc2)CC1 (stereo not drawn)	-9	0	6	6	3	1.1	-2.6	-8	-1	-2.0	0.2
CC(C)Oc1cccc(-c2cc(C(=O)N3CCN(c4ncccn4)CC3)c3ccccc3n2)c1	-30	0	-12	-3	12	1.5	0.6	3	3	-0.6	3.4
Cc1ccc(S(=O)(=O)Nc2ccc(S(=O)(=O)N3CCCC3)cc2)cc1	-18	2	·	-4	7	3.3	0.7	-8	3	1.6	1.6
COC(=O)c1ccc(-c2nc3cc(Cl)c(N)cc3s2)cc1	11	-3	-21	-2	-5	1.5	-0.1	1	-4	-3.6	0.1
CCC1CCCCN1C(=O)COC(=O)c1ccc(S(=O)(=O)N2CCOCC2)cc1 (stereo not drawn)	3	-1	·	-3	-1	2.6	2.2	-13	-1	·	·

(more compounds)
SMILES	HTR5A inv ag	DAGLB inhibitor	SUMO Mot1 rescue	PKA-R2B act	HTR5A ag	phage Ecoli inh	CDK5 p35 inh	PKA-R1A activ	Tat export inh	E coli growth	AddAB inh
CCn1c(CNC(=O)c2cccc(C)c2)nc2ccccc21	-8	0	61	2	1	3.3	0.0	-3	11	-2.3	-1.4
CCc1cccc(C)c1NC(=O)CCNC(=O)c1cccc(C)c1	-6	-2	10	-3	-2	-0.8	2.2	-7	4	-0.6	2.0
CCc1nnc(NC(=O)CSc2nc3[nH]c(=O)cc(O)c3s2)s1	-1	2	-16	-3	0	-0.1	1.1	-4	-11	-0.5	-0.3
COC(=O)c1cc(C(=O)OCC(=O)Nc2ccccc2OC(F)F)cc([N+](=O)[O-])c1	-5	-5	1	1	2	3.6	-0.4	-13	5	0.9	2.4

High-throughput results (PubChem BioAssay)
